Bioassay records (PubChem)
EPAC2 ag: activates human EPAC2 exchange factor; Potency, µM (series often up to 154 µM), without a hit: at the top dose activation, most hits filed as activators; Q8WZA2; 0.079% of 360,000 active; EPAC2 activation, biochemical qHTS; response scale: 100% = 6.5 mM cAMP response; AID 720711; further: potency means the concentration at half of the fitted maximal effect; nearly all actives have a fitted effect of over 50% in size
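Each well held 100 nM EPAC2, 250 nM RAP1B-BODIPY-GDP and 50 uM GDP. Fluorescence, read at 5-min intervals to 30 min, was referenced to a 6.5 mM cAMP positive control.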
EPAC2 antag: blocks human EPAC2 exchange factor | EPAC2 GEF exchange of Rap1B-BODIPY-GDP, fluorescence | 0.18% of 360,000 active | Potency, µM (top dose mostly 114 µM), for inactives: top-dose activity, negative = inhibition, most hits filed as inhibitors | Q8WZA2; further: potency means the concentration at half of the fitted maximal effect; on the % scale 0 is the no-effect control and ±100 the full control effect; nearly all actives have a fitted effect of over 45% in size; many of its hits are not listed in these tables
TDP43 rescue: rescues yeast growth from TDP-43 toxicity | TDP-43 expressing yeast growth rescue, BacTiter-Glo, 24 h | Potency, µM (top dose mostly 46.1 µM), inactives show top-dose growth rescue (activation), actives largely listed as activators | 1.8% of 410,000 active | AID 652104; further: potency means the concentration at half of the fitted maximal effect; % of control where 0% means no effect; nearly all actives have a fitted effect of over 50% in size
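Luminescence from BacTiter-Glo reports growth of TDP-43-expressing yeast after 24 hr at 30 deg C with compound. Cells were raffinose-pregrown to mid-log, then seeded in galactose medium at OD600=0.02.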
D3 ag: agonists of human D3 dopamine receptor. max activation, %. D3R DiscoveRx beta-arrestin cells, luminescence, 90 min. 0.58% of 410,000 active. AID 652048. P35462; in the data active means max activation above about 30%; further: 0% is about no effect; mostly tested at two doses, the higher about 12 µM
Target sequence (P35462 whole entry, looked up): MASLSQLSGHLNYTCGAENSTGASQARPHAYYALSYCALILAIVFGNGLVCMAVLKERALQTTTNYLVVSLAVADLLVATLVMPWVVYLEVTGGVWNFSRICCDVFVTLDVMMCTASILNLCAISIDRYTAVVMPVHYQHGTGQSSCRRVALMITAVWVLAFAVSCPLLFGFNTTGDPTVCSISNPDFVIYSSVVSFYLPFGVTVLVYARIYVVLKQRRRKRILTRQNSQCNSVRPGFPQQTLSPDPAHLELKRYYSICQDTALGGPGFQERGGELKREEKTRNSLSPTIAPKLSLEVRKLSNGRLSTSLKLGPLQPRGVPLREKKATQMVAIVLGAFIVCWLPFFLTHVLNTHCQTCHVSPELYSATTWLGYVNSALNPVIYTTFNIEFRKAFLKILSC
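Cells at 1500/well, incubated overnight, then treated with pinned compounds (dopamine as control) for 90 min at 37 degrees C. DiscoveRx reagent added for 30 - 60 minutes at room temperature; luminescence read.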
FUS suppressor: suppressors of FUS proteinopathy in yeast. S. cerevisiae FUS-expressing, growth rescue, OD600, 24 h. 0.24% of 390,000 active. Potency, µM (highest dose often 76.6 µM), for inactives: at the highest dose growth rescue (activation), most hits filed as activators;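 further: potency means the concentration at half of the fitted maximal effect; plate controls were DMSO vehicle for no effect and reference control for full effect; nearly all actives have a fitted effect of over 55% in size; some results filed as inactive show a strong effect at the top dose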
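Compound concentration series was pinned onto galactose-induced FUS-expressing yeast seeded at OD 0.005. Plates sat 24hr at 30C; absorbance at 600 nm gave growth. DMSO served as background control.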
aSyn yeast inh: inhibitors of alpha-synuclein toxicity in yeast | Yeast expressing alpha-synuclein, growth rescue, BacTiter-Glo, 24 h | AID 652106 | Potency, µM (top dose mostly 46.1 µM), without a hit: top-dose growth rescue (activation), hits mostly activators | 0.14% of 370,000 active; further: potency means the concentration at half of the fitted maximal effect; % of control where 0% means no effect; nearly all actives have a fitted effect of over 65% in size
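Rescue of yeast growth: cells expressing toxic alpha-synuclein, induced in galactose at OD600 0.02, incubated with compound 24 h at 30 C. ATP luminescence quantified growth; inhibitors of toxicity appear as activators.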
DRD3 antagonist: D3 dopamine receptor (human) antagonism; max response, negative = inhibition, %; P35462; 2.5% of 360,000 active; D3R cells, DiscoveRx beta-arrestin luminescence, antagonist mode; hits give low values; in the data active means max response below about -50%; inconclusive means no clear call, values can overlap the other calls; further: on the % scale 0 is the no-effect control and ±100 the full control effect; mostly tested at two doses, the higher about 12 µM
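Cells plated overnight at 1500 cells/well, then exposed to library compounds with dopamine controls for 90 minutes at 37 degrees C. DiscoveRx reagent added for 30–60 minutes at room temperature; luminescence read, quantitative HTS format.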
Abeta yeast res: compounds reversing amyloid beta toxicity in yeast; yeast expressing A-beta42, growth rescue, OD600, 48 h; response scale: 0% DMSO, 100% iron-clioquinol control; 0.063% of 410,000 active; Potency, µM (top dose mostly 46.1 µM), inactives show top-dose growth rescue, usual class: activators; further: potency means the concentration at half of the fitted maximal effect; nearly all actives have a fitted effect of over 55% in size
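Yeast A-beta toxicity model in growth medium with pinned compounds, 48 h at 30 C; growth read as absorbance at 600 nm. Normalized to FeCl3/clioquinol equimolar mix (positive) and DMSO (negative).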
An asterisk follows results filed as active; u = inconclusive; x = no result given; & = joins results of further samples; [ ] = another dose, or the depositor's remark. Unless noted, the call rests on the fitted dose curve; in most records, active means well fitted curve in the direction sought with a large enough effect; inconclusive means small, poorly fitted or top-dose-only effect, or another doubt; inactive means no such curve, though single readings can be large; an effect the other way counts as inactive or inconclusive.

No.	smiles	EPAC2 ag	EPAC2 antag	TDP43 rescue	D3 ag
1	O=c1c2ccccc2nc(/C=C/c2cc(Br)ccc2O)n1CCO	11.6%	-9.6%	-0.4%	7.9
2	O=C(Nc1ccc(Cl)cc1)OCc1cn(-c2ccc(Cl)cc2)nn1	1.5%	-3.9%	22.7%	3.0
3	Clc1ccc2nc(-c3ccccc3)cn2c1	-3.9%	13.4%	12.0%	8.3
4	NC(CSC(c1ccccc1)(c1ccccc1)c1ccc2c(c1)OCO2)C(=O)O (stereo not given)	5.3%	-29.6%	0.0%	3.1
5	COc1ccc(Oc2nc(C)nc3c2oc2ccccc23)cc1	11.0%	-5.3%	15.8µM*	3.5
6	CCc1nc(Cl)c(C#N)c2c1CCCC2	-7.3%	-16.0%	-21.1%[0.397 µM]	2.3
7	COC(=O)c1ccc(C2NC(=O)c3ccccc3O2)cc1 (stereo not given)	1.3%	2.7%	-3.2%	-4.4
8	Cc1ccc(CNC(=O)COC(=O)c2cnc(C)cn2)cc1	1.2%	-15.0%	-11.3%[0.397 µM]	-6.4
9	CC(c1nc2ccccc2c(=O)[nH]1)N1CCN(C)CC1 (stereo not given)	-2.3%	3.6%	1.8%	-2.0
10	COc1ccc(CCNC(=O)c2c(O)c3cc(OC)c(OC)cc3[nH]c2=O)cc1OC	-0.7%	0.6%	-21.3%	-4.2
11	N#Cc1cn(CC(=O)N2CCCC2)c2ccccc12	2.9%	9.0%	0.8%	3.8
12	NC(=O)c1ccc(SCC(=O)OCC(=O)N2CCCC2=O)c([N+](=O)[O-])c1	-6.9%	1.5%	7.6%	-3.0

No.	FUS suppressor	aSyn yeast inh	DRD3 antagonist	Abeta yeast res
1	38.1%	-7.6%	41.5	2.0%
2	0.2%	-2.3%	18.8	13.3%
3	7.8%	-8.9%	26.0	-7.3%
4	8.7%	1.0%	-1.3	4.0%
5	10.3%	10.2%	123.9	-1.1%
6	8.9%	-1.4%	-13.8	1.9%
7	-2.9%	-0.2%	1.5	9.0%
8	26.7%	-5.2%	12.4	1.4%
9	9.1%	-0.1%	1.6	-9.0%
10	-34.6%	-5.8%	-4.1	-9.0%
11	3.0%	-15.7%	-8.2	11.9%
12	24.7%	-2.9%	-1.1	-1.6%

(listing goes on)
No.	smiles	EPAC2 ag	EPAC2 antag	TDP43 rescue	D3 ag
13	COc1ccc(-n2nc(C(=O)NCC(=O)NCCCN3CCOCC3)c3ccccc3c2=O)cc1OC	2.3%	0.2%	-3.9%	-0.4
14	O=c1[nH]c2cc([N+](=O)[O-])ccc2c2ccc([N+](=O)[O-])cc12	-4.1%	2.8%	16.4%	6.0
15	COC(=O)c1ccc2c(c1)NC(=O)C(N1CCOCC1)S2 (stereo not given)	11.2%	-2.8%	-2.9%	10.6
16	C/C(CCN1CCc2nc(-c3ccccc3)c(-c3ccccc3)cc2C1)=N\O[C@@H](C)c1cc(-c2c(C)cc(C)cc2C)no1	-5.9%	-22.6%	1.5%	-25.4
17	Cc1ccc(NC(=O)c2ccc(S(=O)(=O)Nc3c(C)n(C)n(-c4ccccc4)c3=O)cc2)nc1	0.1%	-6.3%	3.1%	0.6
18	CC(C)=CCc1cc([C@@H]2CC(=O)c3ccc(O)c(CC=C(C)C)c3O2)ccc1O	6.7%	-24.8%	10.8%	31.5*
19	Cc1cc(C)n(C(=O)c2cccc([N+](=O)[O-])c2)n1	-3.3%	-7.1%	19.3%	-4.2
20	Cn1c(SCC(=O)NNC(=O)Nc2ccccc2)nnc1-c1ccccc1	8.8%	1.7%	-1.1%	9.4
21	Cc1c(NC(=O)c2cc3ccccc3c(=O)s2)c(=O)n(-c2ccccc2)n1C	7.0%	1.3%	12.2%	1.5
22	O=C(Nc1cc(-c2nc3ccccc3o2)ccc1Cl)c1ccc(N2CCCCC2)c([N+](=O)[O-])c1	x	x	20.8%	7.0
23	Cc1ccc(-c2nnc(CCC(=O)NCc3csc(C)n3)o2)s1	12.9%	0.7%	3.3%	5.5
24	COc1cc(C2NC(=O)CCC2[N+](=O)[O-])cc(Br)c1OC (stereo not given)	-4.0%	3.7%	1.0%	13.1

No.	FUS suppressor	aSyn yeast inh	DRD3 antagonist	Abeta yeast res
13	4.1%	-1.7%	-5.4	-0.1%
14	x	3.9%	6.3	-3.2%
15	-5.0%	-6.6%	-15.2	9.2%
16	u	-20.1%	-17.0	5.8%
17	27.1%	-9.5%	24.2	-10.2%
18	32.3%	-76.7%[inhibitor]	56.3	-87.1%[inhibitor]
19	-18.1%	8.3%	3.4	5.4%
20	12.3%	1.4%	1.4	6.4%
21	-11.8%	-2.0%	u	3.4%
22	-12.9%	x	x	-6.3%
23	-27.6%	-8.5%	5.4	1.9%
24	-1.3%	6.1%	6.5	7.2%

Remaining list, next part:
No.	smiles	EPAC2 ag	EPAC2 antag	TDP43 rescue	D3 ag
25	Cc1ccc(NC(=O)NC2CCN(CC(=O)Nc3nccs3)CC2)cc1	1.4%	0.0%[57.1 µM]	-0.8%	9.2
26	CCOC(=O)CNC(=O)c1ccc(-c2nn(C)c(=O)c3ccccc23)cc1	x	x	2.1%	8.6
27	Cn1c(=O)c2c(ncn2CC(O)CO)n(C)c1=O (stereo not given)	2.0%	-6.8%	19.0%	5.6&-1.3
28	Cc1ccc(NC(=O)Cn2c(=S)[nH]c3ccccc32)cc1	0.3%	8.1%	1.6%	-7.3
29	COc1ccc(Cl)cc1NC(=O)COC(=O)CCNS(=O)(=O)c1cccs1	7.6%	2.6%	16.5%	0.2
30	COc1ccc(C(C#N)N2N=C(C)CC2(C)C)cc1 (stereo not given)	-7.4%	1.7%	-7.1%	-7.6
31	COc1ccc(C(C)C)cc1S(=O)(=O)Nc1ncn[nH]1	10.0%	-13.1%	-15.8%	1.5
32	Cn1c2c(c(=O)n(C)c1=O)C(c1ccccc1Cl)CC(=O)N2 (stereo not given)	12.8%	1.2%	7.6%	-2.6
33	CCN(CC)C(=O)CSc1nnc2nnc3cc(OC)ccc3n12	17.3%	-0.3%	-0.1%	4.3
34	O=C(NCC1CCCO1)c1ccc2c(c1)C(=O)N(C1CCCCC1)C2=O (stereo not given)	4.9%	7.0%	18.1%	0.8
35	COCc1cc(C(C)=O)ccc1OC	-13.4%	11.2%	-2.8%	-1.8
36	Cc1cc(C)c(NC(=O)COC(=O)c2ccncc2)c(C)c1	2.4%	2.9%	-8.0%	5.2

No.	FUS suppressor	aSyn yeast inh	DRD3 antagonist	Abeta yeast res
25	3.2%	1.5%	81.1	-8.6%
26	-5.6%	x	x	1.6%
27	14.9%	4.4%	11.0	-0.1%
28	5.5%	0.4%	-1.4	-1.8%
29	10.8%	12.8%	0.6	7.2%
30	-5.2%	-7.9%	-16.6	-5.2%
31	-11.3%	1.7%	5.1	9.4%
32	-8.5%	-2.4%	-15.5	0.0%
33	14.8%	4.1%	-6.5	-16.0%
34	15.1%	0.8%	55.3	-3.7%
35	-6.6%	0.4%	19.3	-3.3%
36	9.8%	0.3%	0.5	4.9%

Single records, as listed above. Screens in order: EPAC2 ag, EPAC2 antag, TDP43 rescue, D3 ag, FUS suppressor, aSyn yeast inh, DRD3 antagonist, Abeta yeast res
`COc1ccc(C(C#N)N2N=C(C)CC2(C)C)cc1` (stereo not given) is listed with -7.4%, 1.7%, -7.1%, -7.6, -5.2%, -7.9%, -16.6, -5.2%
`COCc1cc(C(C)=O)ccc1OC` is listed with -13.4%, 11.2%, -2.8%, -1.8, -6.6%, 0.4%, 19.3, -3.3%
`CCOC(=O)CNC(=O)c1ccc(-c2nn(C)c(=O)c3ccccc23)cc1` is listed with x, x, 2.1%, 8.6, -5.6%, x, x, 1.6%

New compounds follow:
No.	smiles	EPAC2 ag	EPAC2 antag	TDP43 rescue	D3 ag
37	COCCN1C(=O)C(=O)/C(=C(/O)c2cccc(OC)c2)C1c1ccc(C)o1 (stereo not given)	11.1%	-6.0%	-1.5%	-1.7
38	COc1ccc(NC(=O)Nc2cccc(C(F)(F)F)c2)cn1	u	-9.9%	13.6%	-6.0
39	Cc1ccccc1-n1c(=O)cc(N2CCCCCC2)[nH]c1=O	-6.9%	-7.2%	22.5%	-2.6
40	CC(C)(C)NC(=O)C[C@H]1C[C@H](C(=O)N2CCOCC2)[C@@]2(C)c3[nH]c4ccc(Cl)cc4c3CCN2C1=O	1.2%	6.8%	27.3%	18.7
41	CCCC(=O)N1CCN(c2ccc(NC(=O)c3ccc4c(c3)OCCO4)cc2)CC1	17.9%	-1.9%	-5.7%	-10.5
42	CC(C)CC(=O)Nc1ccccc1-c1nnn(CC(=O)N2CCOCC2)n1	6.6%	4.1%	-11.9%	8.5
43	Cn1ncc([N+](=O)[O-])c1C(=O)Nc1ccccc1	5.0%	5.6%	19.7%	0.1
44	CCC(CO)Oc1cc(NC(=O)c2ccc(OC)cc2)c2ncn(C(C)C)c2c1 (stereo not given)	1.5%	29.3%	-27.6%	-18.0
45	CC(/C=N/O)Cc1ccc2c(c1)OCO2 (stereo not given)	5.6%	1.0%	15.9%	1.7
46	COc1ccc(S(=O)(=O)NCCN2CCNC2=O)cc1OC	9.6%	9.8%	-6.5%	13.4
47	COc1ccc(OC)c(CCNC(=O)c2c(C)oc3ncn(C)c(=O)c23)c1	x	x	29.4%	2.7
48	COc1cc2cc(CN(CCc3ccccc3C)C(=S)NCCCN(C)C)c(=O)[nH]c2cc1OC	-1.2%	0.7%	8.5%	0.3
49	COc1ccc(N(CC(=O)Nc2cc(OC)cc(OC)c2)S(=O)(=O)c2c(C)n[nH]c2C)cc1	1.8%	-11.9%	-6.1%	-13.1
50	CCC(CC)C(=O)NCCc1ccc(OC)c(OC)c1	-4.9%	-0.3%	-6.4%	0.4

No.	FUS suppressor	aSyn yeast inh	DRD3 antagonist	Abeta yeast res
37	13.1%	1.3%	11.2	15.0%
38	-8.0%	-16.6%	-6.1	-0.6%
39	-8.6%	5.4%	0.0	3.6%
40	16.4%	-0.8%	-4.8	4.5%
41	15.7%	-1.3%	-17.6	-6.3%
42	-3.9%	-10.1%	-28.5	4.6%
43	-14.8%	-1.7%	-9.8	-4.7%
44	7.2%	-4.8%	-19.5	-13.3%
45	2.5%	5.1%	-6.8	20.4%
46	3.8%	0.8%	8.3	-4.2%
47	23.4%	x	x	-4.6%
48	x	-2.9%	13.4	15.9%
49	-0.5%	1.5%	14.4	6.4%
50	1.1%	-1.8%	7.7	8.3%

The list is partial; count on the stated rates, not on these rows.
